RMI-FANCM inh – RMI-FANCM interaction inhibition. FP signal (polarization) at 33 µM. Fluorescence polarization, RMI core complex with F-MM2 peptide; hits give low values. 70,000 compounds, 0.58% hits. AID 1159607; in the data active = FP signal below about 40; also: inactives centre near 61; strong numbers were not always called active; unit not given here
* marks the source's active call; other numbers are inactive results; & = joins results of further samples. Only part of the results is shown (hit frequency here may not be typical).

SMILES	RMI-FANCM inh
Nc1c(C(=O)NCC2CCCO2)sc(=S)n1-c1ccccc1 (stereo not drawn)	60
CSc1nn(CC(=O)Nc2ccc3c(c2)OCO3)c(N)c1-c1nc(-c2ccccc2)no1	161
Cc1ccnc(-n2c(C)ccc2C)c1	53
COc1ccc(NC(=O)Cn2nc(-c3ccc(F)cc3)c3sc(C)nc3c2=O)cc1	58
CCOc1ccc(-c2ccc(=O)n(CCNC(=O)Nc3ccc(C)cc3C)n2)cc1	80
COc1ccc(N2CCN(CC(O)COc3ccccc3OC)CC2)cc1 (stereo not drawn)	67
O=C(NCc1ccc(Cl)cc1)N1CCC(c2nnc(-c3ccco3)s2)CC1	61
COc1cccc(NC(=O)CSc2nc3scc(-c4cccs4)c3c(=O)n2-c2ccccc2)c1	84
CN(C)c1ccc(C=Nc2nnc(NC(=O)c3ccccc3Br)s2)cc1	72
O=C1Nc2ccccc2/C1=C/c1cc(F)cc2c1OCOC2	60
CC(C)c1c(O)ccc2c1CCC1[C@@](C)(CO)CCC[C@]21C (stereo partly drawn)	58
CC(=O)c1sc(NC(=O)c2cc(C)on2)nc1C	64
CC(C)N1CCN(c2ccc(OC[C@H]3CO[C@](Cn4cncn4)(c4ccc(Cl)cc4Cl)O3)cc2)CC1	61
CC(=O)[C@@]1(O)CCC2C3C[C@H](C)C4=CC(=O)C=CC4(C)[C@@]3(F)[C@@H](O)C[C@@]21C (stereo partly drawn)	59
Cc1cc(C)cc(OC(=O)c2ccc3nccnc3c2)c1	55
COc1ccccc1NCN1C(=O)C(=O)c2ccccc21	56
COc1ccc(NC(=O)CC2CCCCN2S(=O)(=O)c2ccc(F)cc2)c(OC)c1 (stereo not drawn)	64
CN(C)CCCCCCOc1ccc2c(c1)CCC1C2CCC2(C)C(=O)CCC12 (stereo not drawn)	80
COc1cc(C(=O)Nc2c(-c3ccccn3)c(=O)c3ccccc3n2C)cc(OC)c1OC	67
Cc1n[nH]c(C)c1Sc1nnc(C(F)(F)F)n1C	60
O=C(CC1CCCCN1S(=O)(=O)c1ccc(F)cc1)Nc1ccc(F)cc1F (stereo not drawn)	63
CC(=O)c1ccc(NS(=O)(=O)N2CCOCC2)cc1	66
COc1cc(/C=C(\C#N)c2nc(-c3cc4ccccc4oc3=O)cs2)ccc1OCC(=O)c1ccccc1	66
O=C(c1ccccc1)c1ccc(OS(=O)(=O)N2CCCCC2)cc1	64
COC(=O)c1scc(C)c1NC(=O)CSc1ccc(Cl)cc1	53
Cc1nn(C)c(C)c1NC(=O)/C(C#N)=C\N(C)C	55
CCOC(=O)[C@@H](CCc1ccccc1)N[C@@H](C)C(=O)N1CCC[C@H]1C(=O)O	63
O=C(NCCN1CCN(c2ccccc2)CC1)c1cccc(C(F)(F)F)c1	62
CC(=O)O[C@H]1C[C@@H]2CC[C@@H]3[C@H](CC[C@@]4(C)[C@H]3C[C@H]([N+]3(C)CCCCC3)[C@@H]4OC(C)=O)[C@@]2(C)C[C@@H]1N1CCCCC1	74
Cc1ccc(S(=O)(=O)OC[C@@H]2COc3cc4c(cc3O2)OCO4)cc1	55
Cc1ccc(C)c(Nc2nc3ccccc3nc2NS(=O)(=O)c2cccs2)c1	66
NS(=O)(=O)c1ccc(C(=O)NCCCn2nc(-c3ccccc3)ccc2=O)cc1	67
CCOC(=O)CC(=O)CSc1cc(C)nc2c(-c3ccccc3)c(C)nn12	66
COc1ccc(NC(=O)CSc2nccn3nc(-c4ccccc4OC)cc23)cc1Cl	88
O=C(Cc1csc2nc(-c3ccccc3)cn12)N1CCc2ccccc21	54
Cc1nc2ccc(NC(=O)c3ccccc3F)cc2c(=O)n1-c1ccccc1	62

Arranged by molar mass (ascending): part of the list above.
SMILES	RMI-FANCM inh
Cc1n[nH]c(C)c1Sc1nnc(C(F)(F)F)n1C	60
CC(=O)c1ccc(NS(=O)(=O)N2CCOCC2)cc1	66
O=C(c1ccccc1)c1ccc(OS(=O)(=O)N2CCCCC2)cc1	64
COC(=O)c1scc(C)c1NC(=O)CSc1ccc(Cl)cc1	53
O=C(Cc1csc2nc(-c3ccccc3)cn12)N1CCc2ccccc21	54
Cc1ccc(S(=O)(=O)OC[C@@H]2COc3cc4c(cc3O2)OCO4)cc1	55
Cc1nc2ccc(NC(=O)c3ccccc3F)cc2c(=O)n1-c1ccccc1	62
CCOC(=O)[C@@H](CCc1ccccc1)N[C@@H](C)C(=O)N1CCC[C@H]1C(=O)O	63
CCOC(=O)CC(=O)CSc1cc(C)nc2c(-c3ccccc3)c(C)nn12	66
CN(C)CCCCCCOc1ccc2c(c1)CCC1C2CCC2(C)C(=O)CCC12 (stereo not drawn)	80
Cc1ccc(C)c(Nc2nc3ccccc3nc2NS(=O)(=O)c2cccs2)c1	66
O=C(CC1CCCCN1S(=O)(=O)c1ccc(F)cc1)Nc1ccc(F)cc1F (stereo not drawn)	63
COc1ccc(NC(=O)CC2CCCCN2S(=O)(=O)c2ccc(F)cc2)c(OC)c1 (stereo not drawn)	64
COc1cc(C(=O)Nc2c(-c3ccccn3)c(=O)c3ccccc3n2C)cc(OC)c1OC	67
COc1ccc(NC(=O)CSc2nccn3nc(-c4ccccc4OC)cc23)cc1Cl	88
COc1cc(/C=C(\C#N)c2nc(-c3cc4ccccc4oc3=O)cs2)ccc1OCC(=O)c1ccccc1	66
CC(=O)O[C@H]1C[C@@H]2CC[C@@H]3[C@H](CC[C@@]4(C)[C@H]3C[C@H]([N+]3(C)CCCCC3)[C@@H]4OC(C)=O)[C@@]2(C)C[C@@H]1N1CCCCC1	74

Additional entries.
SMILES	RMI-FANCM inh
COc1ccc(S(=O)(=O)Nc2ccc3c(c2)N(CCC(C)C)C(=O)C(C)(C)CO3)cc1Cl	65
CCNS(=O)(=O)c1cccc2c(N)cccc12	62
O=C(NNC(=O)c1cc2ccccc2oc1=O)c1ccc(=O)n(Cc2ccc(Cl)cc2)c1	60
Cc1ccc(NC(=O)NC2CC(=O)N(c3ccc4c(c3)OCCO4)C2)c(C)c1 (stereo not drawn)	60
COc1ccc(Cl)cc1S(=O)(=O)Nc1ccc2c(c1)C(=O)Nc1cc(C)ccc1O2	61
Cc1ccc(-c2nnc(N3CCC(Cc4ccccc4)CC3)c3ccccc23)cc1	65
OC(CNCc1csc2ccccc12)c1ccccc1 (stereo not drawn)	60
COc1ccc(OC)c(S(=O)(=O)NCC2CCN(C(C)C)CC2)c1	72
CC(=Nc1ncccc1C)c1c(O)[nH]c(=O)[nH]c1=O	67
CC(C)(C)C(=O)NS(=O)(=O)c1ccccc1	57
Cc1cc(C(=O)N(Cc2ccccn2)c2nc3c(C)ccc(C)c3s2)on1	61
O=C(Nc1nc2c(Cl)ccc(Cl)c2s1)c1ccccc1[N+](=O)[O-]	59
CCN1C(=O)C(C)(C)COc2ccc(NS(=O)(=O)c3cccc(F)c3)cc21	65
Nc1nc(NCc2c(Cl)cccc2Oc2ccccc2)n[nH]1	53
COc1ccc(-c2noc(CSc3nc4ccsc4c(=O)n3-c3ccc(F)cc3)n2)c(OC)c1	64
COC(=O)c1ccsc1NC(=O)c1ccccc1NS(=O)(=O)c1ccc(C)cc1	75
COc1ccc(NC(=O)C2Cc3ccc(Cl)cc3C(=O)O2)cc1 (stereo not drawn)	76
COc1nn(C)cc1C(=O)NCCC1=CCCCC1	59
CCc1nnc(-c2ccc(NC(=O)c3ccc(S(=O)(=O)N4CCCCC4)cc3)cc2)o1	87
CSc1cccc2sc(Nc3cccc(Br)c3)nc12	54
Cc1ccc(OCCn2cnc3c(N)ncnc32)cc1	60
O=C(CSCc1ccccc1)NCCNC(=O)c1ccc(NC(=O)C2CC2)cc1	66
CS(=O)(=O)N1CCc2ccccc2C1	53
COc1ccc(-n2c(=O)[nH]cc(C(=O)Nc3ccc(S(N)(=O)=O)cc3)c2=O)cc1OC	61
CC(C)c1nnc(NC(=O)COc2ccccc2[N+](=O)[O-])s1	65
CSc1cccc2sc(NC(=O)C3CCN(S(C)(=O)=O)CC3)nc12	64
COc1ccc2oc(=O)c(S(=O)(=O)N3CCCC(C)C3)cc2c1 (stereo not drawn)	70
CC(C)OC(=O)c1cc2cc(Br)ccc2oc1=O	59
COc1c([N+](=O)[O-])c(=O)oc2ccccc12	51
Cc1ccc(C)c(Cn2cc(SCC(=O)NC3CCCCC3)c3ccccc32)c1	66
COc1cscc1C(N)=O	54
O=c1c(Cc2ccc([N+](=O)[O-])cc2)c(-c2ccccc2)sc2ccccc12	61
Cn1nc2cc(Br)ccc2c1C(=O)O	66
O=C(NCC1CCN(Cc2cccs2)CC1)C(=O)Nc1ccc(F)c(Cl)c1	88
CC(C)N1CCC(CNC(=O)c2ccc(Cl)cc2)CC1	66
CC(C)c1ccc(NC(=O)CSc2ccc(N3CCOCC3)nn2)cc1	64
CNC(=S)Nc1ccc(N2CCN(c3ccc(C(F)(F)F)cn3)CC2)nc1	63
CCOc1ccc(NC(=O)C(=O)NCC2CCN(Cc3ccccc3)CC2)cc1	73
COc1ccc(-c2c[nH]c(=S)n2-c2ccc(OC(F)F)cc2)cc1	61
O=C(Nc1nc(-c2ccc([N+](=O)[O-])cc2)cs1)C1CCCN1S(=O)(=O)c1ccc(Cl)s1 (stereo not drawn)	57
CCN1CCN(c2nc3ccc(OC(=O)CN4C(=O)c5ccccc5C4=O)cc3s2)CC1	59
O=S(=O)(Cc1ccc(Cl)cc1)c1ccc(NCc2ccccn2)nn1	59
CCOC(=O)c1ccccc1NC(=O)CSc1n[nH]c(=O)c2cc(-c3ccco3)nn12	71
O=C(NCCCN1CCCC1=O)C(=O)NCC1OCCCN1S(=O)(=O)c1cc(F)ccc1F (stereo not drawn)	62
COc1ccc(CNS(=O)(=O)c2ccc(N3C(=O)CCC3=O)cc2)cc1	63
N/C(=N/O)c1cccc(CSc2ccccn2)c1	56
CC(C)Oc1ccc(-c2noc(C3CCN(S(=O)(=O)c4cccs4)CC3)n2)cc1	81
Nc1nc(SCC(=O)N2CCOCC2)n[nH]1	75&130
CNC(=O)Cc1csc(NC(=O)OC)n1	75
Cc1onc(-c2ccccc2Cl)c1C(=O)Nc1ccc(-n2nncc2C23CC4CC(CC(C4)C2)C3)cc1	63
CC(=O)N(/N=C\c1ccc(F)cc1)C1=NN(C(C)=O)C(c2ccc(F)cc2)S1 (stereo not drawn)	61
CCCNC(=O)c1ccc2c(=O)n(-c3cc(C)cc(C)c3)c(SCC#N)nc2c1	117
Cc1cc2nc3c(nc2cc1C)CCCC3	55
CC1=NNC(=O)C1CCC(=O)N/N=C(/C)c1cccc([N+](=O)[O-])c1 (stereo not drawn)	57
O=C(Nc1nnc(-c2ccc(Cl)cc2)s1)c1ccc(N2C(=O)CCC2=O)cc1	55
COc1ccc(N2CC(NC(=O)N3CCN(c4ccc([N+](=O)[O-])cc4)CC3)CC2=O)cc1 (stereo not drawn)	64
O=c1[nH]c2c(cnn2-c2ccccc2)c(=O)n1-c1ccc(Cl)c(Cl)c1	53
O=C(Cn1cnc2c(sc3cccc(F)c32)c1=O)Nc1ccc(Cl)cc1	130
CC(C)(C)c1nc(N)nc(NNS(=O)(=O)c2ccccc2C(F)(F)F)n1	53
CC(=O)c1cccc(NC(=O)Cn2nc(-c3cc(C)c(C)cc3C)ccc2=O)c1	75
Continued:
SMILES	RMI-FANCM inh
Cc1ccc(C)c(NC(=S)NCc2ccco2)c1	59
CC(C)NC(=O)O/N=C(/N)Cc1cccc2ccccc12	64
COc1cc2[nH]c(=O)n(CCCCC(=O)N3CCN(c4cc(C)ccc4C)CC3)c(=O)c2cc1OC	61
COc1ccc(F)cc1S(=O)(=O)Nc1cccc(C(=O)O)c1	61
Cn1cnc(-c2ccccc2NC(=O)Nc2cccc(Cl)c2)n1	52
O=C(O)c1ccccc1-c1ccccc1C(=O)NNc1ccc([N+](=O)[O-])cc1	61
CC(=O)Nc1ccc(NC(=O)CSc2nc(-c3ccccc3Cl)nc3c2c(=O)n(C)c(=O)n3C)cc1	154
Cc1nnc2ccc(-c3cccc(NC(=O)c4cc(Br)ccc4Cl)c3)nn12	60
COc1ccccc1-c1nnc(NC(=O)C2CCCN2S(=O)(=O)c2ccc(F)cc2)o1 (stereo not drawn)	63
CCOc1ccccc1NC(=O)C(=O)NCC(c1ccc2c(c1)CCCN2C)N1CCCC1 (stereo not drawn)	112
CCc1ccccc1CSc1n[nH]c(=O)n1Cc1ccco1	54
O=C(NCc1ccccn1)c1ccc(CSc2nc(-c3ccccc3)cs2)o1	63
COc1ccc(SCCC(=O)Nc2nnc(-c3cc(C)n(C)n3)o2)cc1	68
CC(C)c1ccc(Nc2c(Nc3ccc(C(C)C)cc3)c(=O)c2=O)cc1	58&53
COc1ccccc1CCNC(=O)Cn1cc(S(=O)(=O)c2ccccc2)c2ccccc21	69
COc1ccc2nc(N(CCN(C)C)C(=O)c3ccccc3C)sc2c1	76
CCN[C@H]1CN(CCCOC)S(=O)(=O)c2sc(S(N)(=O)=O)cc21	75
COCCN(CCOC)S(=O)(=O)c1ccc(C(=O)NNc2nc3c(Cl)cccc3s2)cc1	58
COc1ccc(OC)c2sc(N(CCN3CCOCC3)C(=O)c3ccc([N+](=O)[O-])s3)nc12	53
CN(C)/C=C/C=C/C=C/C(=O)c1ccc(Br)cc1	55
O=C(NCCc1c[nH]c2ccccc12)C(=O)Nc1ccc(N2CCCS2(=O)=O)cc1	127
O=C(COc1ccc2ccccc2c1)NCCN1CCN(c2ccc(F)cc2)CC1	67
CCCNC(=O)C(=O)NCc1ccsc1	66
Cc1ccc(S(=O)(=O)NCC(c2ccsc2)N2CCN(C)CC2)s1 (stereo not drawn)	66
O=C(NCCn1ncccc1=O)c1ccccn1	61
O=[N+]([O-])c1ccc(S(=O)(=O)N2CCC3(CC2)OCCN3S(=O)(=O)c2ccccc2)cc1	56
Cn1cnnc1SCc1cc(=O)c(OCC(=O)Nc2ccc(Cl)c(Cl)c2)co1	40
CC(C)c1ccc(OCC(=O)NCCOc2ccc(F)cc2)cc1	62
Cc1cc(NC(=O)c2ccc(S(=O)(=O)N3CCCc4ccccc43)cc2)n(C)n1	64
CCc1c(C)c(C#N)c2nc3ccccc3n2c1N	66
Cc1cc(NC(=O)c2ccc3ncsc3c2)n(C)n1	67
O=C(CSc1nnc2ccc3ccccc3n12)Nc1ccc(Cl)cc1	99
CCCCc1ccc(NC(=O)CC(C(=O)O)N2CCN(C)CC2)cc1 (stereo not drawn)	60&52
O=C(Nc1nc(-c2nc3ccccc3s2)cs1)c1cc(=O)c2ccccc2o1	57
CC(C)(C)c1ccc(C(=O)NCc2ccco2)cc1	57&61
CS(=O)(=O)NCCn1ncc2c(NCc3ccc(F)cc3)ncnc21	59
CCCCCn1c(SCC(=O)Nc2ccc(Cl)cc2)n[nH]c1=O	54
